Tau FP inhib: tau fibrillization inhibition (FP) | P10636 | K18 P301L tau heparin fibrillization, Alexa594 FP, 6 h | Potency, µM (highest dose often 57.7 µM), without a hit: at the top dose activity, negative = inhibition, actives largely listed as inhibitors | actives 0.39% (n = 280,000); note: nearly all actives have a fitted effect of over 55% in size
Target sequence (P10636 561-689 P618L limits assumed): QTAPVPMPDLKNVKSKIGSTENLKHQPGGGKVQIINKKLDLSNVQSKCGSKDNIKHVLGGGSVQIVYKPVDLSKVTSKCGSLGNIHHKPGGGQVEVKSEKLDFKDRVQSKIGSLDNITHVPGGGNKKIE
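Human K18 P301L fragment (15 uM unlabeled plus 0.24 uM Alexa 594-labeled) in 100 mM sodium acetate pH 7 with compound, aggregation induced by 20 uM heparin for 6 hr at 37 C. ThT (30 uM) added for 1 hr, then Alexa 594 FP read.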
RGS12 GoLoco inh: blocks human Gai1 binding to RGS12 GoLoco peptide, red readout; Potency, µM (highest dose often 61.6 µM), inactives show at the top dose activity, negative = inhibition, most hits filed as inhibitors; Gai1:RGS12 GoLoco peptide FP, rhodamine, 10 min; AID 880; P63096; actives 0.44% (n = 230,000); active = well fitted inhibition curve with a large enough effect, not every such curve was filed as active; inactive = no such curve, though single readings can be large or run the other way; note: nearly all actives have a fitted effect of over 30% in size; many of its hits are not listed in these tables
Tau fibril ThT: tau fibrillization inhibition (ThT binding). P10636. recombinant tau K18 P301L (four-repeat tau fragment), heparin-induced fibrillization, ThT fluorescence. Potency, µM (titrated, usually from 57.4 µM), for the others: at the top dose activity, negative = inhibition, most hits filed as inhibitors. actives 2.1% (n = 270,000). AID 1460; note: nearly all actives have a fitted effect of over 55% in size
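K18 P301L tau (15 uM + 0.24 uM Alexa 594-tagged), heparin 20 uM, NaOAc pH 7, 6 h 37 C; ThT 30 uM, 1 h RT, ex 450/em 510 nm.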
RECQ1 helicase: blocks DNA unwinding by human RECQ1; P46063; RECQ1 DNA unwinding, red fluorescence kinetic read; Potency, µM (top dose mostly 57.3 µM), inactives show at the highest dose activity, negative = inhibition, hits mostly inhibitors; actives 0.54% (n = 240,000);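 note: plate controls were vehicle for no effect and no enzyme for full effect; nearly all actives have a fitted effect of over 30% in size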
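50 nM RECQ1T1 preincubated 15 min with compound in Tris pH 8.0 buffer with MgCl2, DTT, Tween-20 and 2.5 ug/ml poly(dI-dC); started with 200 nM TAMRA/BHQ-2 forked duplex and 2 mM ATP. Unwinding read as fluorescence (525/598 nm), two reads 2 h apart.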
TR SRC2 fluor cs: alters Texas Red total fluorescence, flagging assay interference | Potency, µM (doses to about 106 µM), for inactives: at the highest dose fluorescence change, negative = quenching | actives 0.29% (n = 280,000) | AID 1479 | TRb/SRC2 Texas Red total fluorescence interference; active = well fitted curve in either direction with a large enough effect; inconclusive = small, poorly fitted or top-dose-only effect
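Flags fluorescent or light-absorbing compounds by total fluorescence, S + 2P, at 555 nm excitation and 632 nm emission. Mixture: 20 nM Texas Red SRC2 peptide, 0.6 uM human TRb LBD, 1 uM T3, 5% DMSO; compound exposure 5 h at ambient temperature.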
L3MBTL1 inh: inhibitors of human L3MBTL1; Q9Y468; AlphaScreen L3MBTL1–H3K9me1 peptide binding; Potency, µM (highest dose often 57.1 µM), for inactives: at the highest dose activity, negative = inhibition, hits mostly inhibitors; actives 0.66% (n = 230,000); AID 485360; note: nearly all actives have a fitted effect of over 60% in size
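First, the protein-peptide complex forms for 30 min at room temperature (L3MBTL1 50 nM, biotinylated H3K9me1 peptide 75 nM). Next, compounds are pin-transferred and incubated 30 min. Finally, AlphaScreen beads are added and read after 30 min.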
JMJD2E inh: inhibitors of human JMJD2E histone demethylase | B2RXH2 | JMJD2E catalytic domain, FDH-coupled NADH fluorescence (FDH is formaldehyde dehydrogenase) | Potency, µM (top dose mostly 57.1 µM), without a hit: at the highest dose activity change, negative = inhibition, actives largely listed as inhibitors | actives 1.6% (n = 230,000) | AID 2147; active = well fitted inhibition curve with a large enough effect, not every such curve was filed as active; inconclusive = small, poorly fitted or top-dose-only effect, or another doubt; inactive = no such curve, though single readings can be large or run the other way;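 note: 0% = wells with enzyme and -100% = buffer wells without enzyme; nearly all actives have a fitted effect of over 50% in size; many of its hits are not listed in these tables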
Target sequence (B2RXH2 1-337 limits assumed): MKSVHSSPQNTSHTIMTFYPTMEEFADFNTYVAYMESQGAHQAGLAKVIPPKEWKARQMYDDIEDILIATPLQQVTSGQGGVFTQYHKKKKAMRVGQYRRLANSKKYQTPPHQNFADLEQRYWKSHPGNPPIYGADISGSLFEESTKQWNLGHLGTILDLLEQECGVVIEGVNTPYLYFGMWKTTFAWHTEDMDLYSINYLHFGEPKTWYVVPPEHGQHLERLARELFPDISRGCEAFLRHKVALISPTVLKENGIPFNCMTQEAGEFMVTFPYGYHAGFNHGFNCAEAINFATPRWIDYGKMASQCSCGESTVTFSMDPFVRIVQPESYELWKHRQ
TRb SRC2 PPI: inhibitors of human thyroid hormone receptor beta-SRC2 interaction; TRbeta-SRC2 peptide binding, fluorescence polarization; receptor liganded with 1 µM T3; Potency, µM (doses to about 106 µM), for inactives: at the highest dose activity change, negative = inhibition, usual class: inhibitors; P10828; actives 0.065% (n = 280,000);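 note: plate controls were bound peptide for no effect and peptide without receptor for full effect; nearly all actives have a fitted effect of over 50% in size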
Target sequence (P10828 whole entry, looked up): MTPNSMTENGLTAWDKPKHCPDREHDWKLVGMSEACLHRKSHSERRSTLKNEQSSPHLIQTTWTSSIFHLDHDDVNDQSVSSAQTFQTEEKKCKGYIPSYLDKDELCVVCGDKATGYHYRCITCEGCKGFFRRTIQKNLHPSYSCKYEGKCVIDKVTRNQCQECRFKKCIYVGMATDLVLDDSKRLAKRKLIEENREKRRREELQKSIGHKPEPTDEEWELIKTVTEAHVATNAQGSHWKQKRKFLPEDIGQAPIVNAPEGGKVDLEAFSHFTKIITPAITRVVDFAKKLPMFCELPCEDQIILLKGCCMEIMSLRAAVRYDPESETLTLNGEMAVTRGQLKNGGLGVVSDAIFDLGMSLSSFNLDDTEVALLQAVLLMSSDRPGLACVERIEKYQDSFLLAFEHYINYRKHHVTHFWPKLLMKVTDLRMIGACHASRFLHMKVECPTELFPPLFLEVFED
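Fluorescence polarization of 20 nM Texas Red SRC2 peptide (20-aa NR interaction domain) bound to 0.6 uM human TRb ligand-binding domain, with 1 uM T3, after 5 hr at ambient temperature; inhibition seen as decreased polarization.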
* marks the source's active call; other numbers are inactive results; i = inactive; ? = inconclusive; nt = not tested or not shown; & = joins results of further samples; [ ] = dose if it differs, or a comment. Unless noted, calls come from the whole dose curve; as a rule, active = well fitted curve in the direction sought with a large enough effect; inconclusive = small, poorly fitted or top-dose-only effect, or another doubt; inactive = no such curve, though single readings can be large; an effect the other way counts as inactive or inconclusive. Unless noted, % is set by controls: 0 for no effect and ±100 for the full control effect; potency is the fitted concentration of half-maximal effect. Only part of the results is shown (hit frequency here may not be typical).

SMILES	Tau FP inhib	RGS12 GoLoco inh	Tau fibril ThT	RECQ1 helicase	TR SRC2 fluor cs	L3MBTL1 inh	JMJD2E inh	TRb SRC2 PPI
O=C(CCC1CCCN(C(=O)Cc2cccc(F)c2)C1)N1CCN(c2ccccn2)CC1 (stereo unspecified)	7.5%	2.3%	12.4%	-10.7%	4.5%[53 µM]	-10.1%	-1.3%	4.1%[53 µM]
Cc1cc(C(F)F)n2nc(C(=O)Nc3ccc(F)c(Cl)c3)nc2n1	-2.7%	nt	-3.1%	nt	?	nt	nt	-3.9%
O=S(=O)(NCC1CCCO1)c1cc(Cl)ccc1Br (stereo unspecified)	-2.1%	-3.1%	5.1%	-2.0%	-1.6%	nt	2.4%	-1.8%
CCCN1C(=O)S/C(=C/c2ccc(N3CCOCC3)o2)C1=O	?	61.7%[activator]	?	-3.3%	-3.5%	17.4%	8.91µM*	2.9%
CCn1c(SCC(=O)NNC(=O)Cc2ccccc2)nnc1-c1ccccc1	-3.5%	5.3%	-2.4%	i	0.8%	6.7%	3.3%	-1.5%
CC(c1ccccc1)n1c(-c2ccncc2)n[nH]c1=S (stereo unspecified)	6.9%	7.9%	2.4%	-5.4%	2.1%	nt	-1.4%	-4.8%
CCNc1nc(NCC)n2c(SCC(=O)c3ccccc3F)nnc2n1	-10.4%	3.2%	-7.0%	-1.0%	-1.7%	6.1%	3.6%	1.6%
COc1cccc(OCCCN2CCCCC2)c1	-6.2%	nt	3.9%	7.9%	0.9%	-6.4%	2.2%	-22.1%
CCOc1ccc(C2c3[nH]c4ccccc4c3CCN2C(=O)CSc2ccccc2)cc1 (stereo unspecified)	3.7%	nt	2.9%	nt	2.82µM*[quencher]	nt	nt	-16.1%
N=c1c2c(ncn1CCCO)Oc1c(ccc3ccccc13)C2c1ccccc1 (stereo unspecified)	-9.2%	1.4%	?	-4.8%	0.2%	-11.7%	5.6%	6.3%
Cc1[nH]c(=O)[nH]c(=O)c1/C=N/NC(=O)[C@H](C)NC(=O)OC(C)(C)C	0.2%	4.5%	-1.5%	i	-3.2%	10.7%	-5.3%	4.2%
CC(=O)c1cccc(CN2CCN(CC=C(C)C)C(CCO)C2)c1 (stereo unspecified)	-3.4%	-0.3%	-2.9%	-1.1%	-2.0%	0.2%	7.0%	0.5%
COc1ccccc1OCC(=O)N(Cc1ccco1)Cc1ccccc1F	10.9%	nt	-4.9%	nt	-1.2%	nt	nt	-8.8%
CNCc1ccccc1Sc1ccc(O)c(O)c1	8.91µM*	-8.4%	3.98µM*	?	-5.0%	?	14.1µM*	-6.8%
CCOC(=O)c1c(C)[nH]c(C(=O)C(C)OC(=O)c2cccc(OCc3c(C)noc3C)c2)c1C (stereo unspecified)	-1.8%	0.1%	7.1%	-0.6%	0.2%	?	-2.6%	9.0%
C=C1CCN([C@H](C(=O)Nc2ccc(OC)cc2)C(C)C)S(=O)(=O)c2ccccc21	10.1%	7.9%	2.7%	-10.7%	0.6%	nt	-6.8%	2.3%
Cc1ccc(-n2c(C)nn(Cc3ccc([N+](=O)[O-])cc3)c2=O)cc1	-3.0%	18.1%	-10.4%	i	1.8%	-4.4%[11.4 µM]	0.4%	-7.8%
O=S(=O)(NN=C1CCCCCCC1)c1ccc(Br)cc1	?	7.3%	-16.7%	i	1.1%	6.6%	-1.1%	4.4%
CCc1nc(SCC(=O)NCC2CCCO2)c2oc3ccccc3c2n1 (stereo unspecified)	-6.9%	4.1%	-6.4%	3.6%	-0.8%	7.2%	-0.7%	-10.9%
O=C(c1ccc2c(c1)N(Cc1ccccc1)C(=O)CS2)N1CCOCC1	1.3%	2.4%	3.3%	-18.7%	-1.2%	9.3%	1.9%	2.3%
CC1CCN(C(=O)c2cc(-c3ccc(Cl)c(Cl)c3)on2)CC1	6.4%	0.1%	3.4%	-2.1%	-1.4%	?	-4.3%	-7.6%
CNC(=O)c1c(NC(=O)c2ccc(N3C(=O)CCC3=O)cc2)sc2c1CCCC2	-9.4%	9.7%	?	i	-4.9%	-2.4%	-9.2%	-2.2%
COc1cccc(CNC(=S)NC2CCCC2)c1	-8.3%	nt	6.8%	-4.2%	-5.4%	0.1%	5.6%	4.2%
COc1ccccc1NC(=O)CNC(=O)c1ccccc1C	-1.8%	-6.2%	7.5%	16.9%	-0.1%	nt	2.0%	-5.2%
CS(=O)(=O)N(CC(=O)N/N=C/c1ccccn1)c1ccc(Oc2ccccc2)cc1	-8.2%	6.9%	-8.5%	i	2.0%	nt	-16.0%	-4.9%

Six entries from above, set out differently:
Every second line gives: Tau FP inhib	RGS12 GoLoco inh	Tau fibril ThT	RECQ1 helicase	TR SRC2 fluor cs	L3MBTL1 inh	JMJD2E inh	TRb SRC2 PPI
CC(c1ccccc1)n1c(-c2ccncc2)n[nH]c1=S (stereo unspecified)
    6.9%	7.9%	2.4%	-5.4%	2.1%	nt	-1.4%	-4.8%
CCNc1nc(NCC)n2c(SCC(=O)c3ccccc3F)nnc2n1
    -10.4%	3.2%	-7.0%	-1.0%	-1.7%	6.1%	3.6%	1.6%
COc1cccc(OCCCN2CCCCC2)c1
    -6.2%	nt	3.9%	7.9%	0.9%	-6.4%	2.2%	-22.1%
CCOc1ccc(C2c3[nH]c4ccccc4c3CCN2C(=O)CSc2ccccc2)cc1 (stereo unspecified)
    3.7%	nt	2.9%	nt	2.82µM*[quencher]	nt	nt	-16.1%
N=c1c2c(ncn1CCCO)Oc1c(ccc3ccccc13)C2c1ccccc1 (stereo unspecified)
    -9.2%	1.4%	?	-4.8%	0.2%	-11.7%	5.6%	6.3%
Cc1[nH]c(=O)[nH]c(=O)c1/C=N/NC(=O)[C@H](C)NC(=O)OC(C)(C)C
    0.2%	4.5%	-1.5%	i	-3.2%	10.7%	-5.3%	4.2%

Next records
SMILES	Tau FP inhib	RGS12 GoLoco inh	Tau fibril ThT	RECQ1 helicase	TR SRC2 fluor cs	L3MBTL1 inh	JMJD2E inh	TRb SRC2 PPI
CCOP(=O)(OCC)C(Nc1cccc([N+](=O)[O-])c1)c1ccc(OC)cc1 (stereo unspecified)	10.3%	-7.7%	-3.7%	-5.6%	-0.7%	2.0%	-7.1%	1.9%
O=S(=O)(c1ccc(Cl)cc1)c1nc(-c2ccccc2F)oc1NCc1ccccc1	?	nt	2.7%	nt	-3.9%	nt	nt	11.0%
CCOC(=O)c1cccc(NC(=O)CCCn2nc(C)c3c(C)n(-c4ccccc4)nc3c2=O)c1	-0.6%	nt	-5.3%	nt	-0.5%	nt	nt	-2.8%
COc1ccc(NCC(=O)Nc2ccc(Br)cc2F)c(OC)c1	-2.6%	7.5%	?	-8.9%	-3.1%	?	-18.2%	-1.0%
O=C1Nc2ccccc2C(O)(C(=O)NCc2ccco2)N1c1ccc(Cl)cc1 (stereo unspecified)	-10.1%	-14.7%	6.2%	-1.3%	3.3%	nt	9.2%	6.6%
Cc1cc(/C=N\NC(=O)c2cccs2)c(C)n1-c1ccc2ncccc2c1	4.9%	23.4%	?	1.9%	-5.0%	-7.2%	-18.5%	-14.1%
CC1=C(C#N)C(NC(=O)C2CC2)(C(F)(F)F)C(=O)N1 (stereo unspecified)	4.3%	11.2%	-0.1%	i	2.4%	-2.7%[11.4 µM]	7.0%	-10.9%
COC(=O)[C@@]1(Cc2ccccc2)[C@H]2c3cc(C(=O)N4CCCC4)n(CCSCCO)c3C[C@H]2CN1C(=O)c1ccccc1	2.3%&-7.5%	1.1%&5.0%	-13.7%&-11.4%	5.7%&-6.3%	0.1%&-2.6%	-10.4%	-2.0%&-6.4%	-0.1%&4.7%
Cc1cccc(C)c1NC(=O)CN(c1ccccn1)S(=O)(=O)c1ccccc1	6.5%	4.1%	3.2%	-0.4%	-1.6%	?	?	6.0%
COc1ccccc1C1CCN(c2cc(O)ccc2[N+](=O)[O-])CC1	?	-8.1%	20µM*	i	-3.5%	-27.4%	-0.1%	-1.6%
CCOC(=O)NNS(=O)(=O)c1cc(Br)ccc1Br	-2.0%	8.1%	-9.1%	i	-2.7%	-0.7%	-3.7%	-0.1%
CCO[C@@H]1OC(C(=O)Nc2ccccc2)=C[C@H](c2ccc3c(c2)OCO3)[C@H]1CCCO	-3.6%	2.8%	3.4%	i	-1.3%	-5.2%	0.3%	-1.9%
CC(C)(C)S(=O)(=O)c1c(C(=O)O)cccc1C(=O)O	2.5%	2.5%	-4.4%	-2.8%	-1.0%	10.5%	0.6%	-8.6%
Cc1n[nH]c(C)c1CCN(C)Cc1cn(C)nc1-c1ccc2c(c1)OCCO2	1.0%	13.5%	-3.7%	9.8%	-4.2%	-1.7%	-9.3%	-4.3%
COc1ccccc1N1CCN(C(=O)/C=C/c2cccc([N+](=O)[O-])c2)CC1	18.1%	16.1%	?	i	-2.1%	54.4%[activator]	1.4%	-8.2%
Cc1cc(C)n(-c2nnc(NC(C)(C)C)nn2)n1	-1.4%	2.2%	-12.3%	-0.8%	-3.7%	-4.0%	-4.1%	-0.8%
c1ccc([C@H]2NCCc3c2[nH]c2ccccc32)cc1	9.8%[11.6 µM]	nt	-7.4%[11.5 µM]	2.4%[11.5 µM]	-6.0%[11.2 µM]	nt	nt	-0.5%[11.2 µM]
CC(C)c1[nH]nc2c1C(Cc1ccccc1)C(C#N)=C(N)O2 (stereo unspecified)	3.6%	-4.1%	-13.1%	i	1.4%	-5.0%	-2.9%	-7.5%
NNC(=O)C(=O)Nc1ccc(Cl)c(Cl)c1	4.2%	5.9%	nt	i	3.3%	nt	1.3%	0.3%
CCOC(=O)c1nc2nc(C)c(Cl)c(=O)n2[nH]1	5.2%	13.3%	-6.8%	16.4%	-3.4%	9.4%	-0.8%	-4.9%
Cc1ccc(N=C/C(C(=O)C(F)(F)F)=C(\O)c2cccs2)cc1	-10.7%	0.4%	?	-3.2%	-2.8%	12.9%	1.4%	-11.0%
O=C(COc1ccccc1)Nc1ccc(CSc2ccccc2)cc1	-12.6%	7.5%	-4.6%	i	-2.0%	2.2%	0.9%	2.5%

High-throughput results as filed in PubChem BioAssay.
